JMJD2E inh: qHTS Assay for Inhibitors of Human Jumonji Domain Containing 2E (JMJD2E). AID 2147, 2009. Potency, µM (top dose mostly 57.1 µM), without a hit: at the highest dose activity change, negative = inhibition, hits mostly inhibitors. hit rate 1.6% among 230,000. JMJD2E catalytic domain, FDH-coupled NADH fluorescence (FDH is formaldehyde dehydrogenase); active = well fitted inhibition curve with a large enough effect, not every such curve was filed as active; inconclusive = small, poorly fitted or top-dose-only effect, or another doubt; inactive = no such curve, though single readings can be large or run the other way;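 also: 0% = wells with enzyme and -100% = buffer wells without enzyme; nearly all actives have a fitted effect of over 50% in size; many of its hits are not listed in these tables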
Target sequence (B2RXH2 1-337 limits assumed): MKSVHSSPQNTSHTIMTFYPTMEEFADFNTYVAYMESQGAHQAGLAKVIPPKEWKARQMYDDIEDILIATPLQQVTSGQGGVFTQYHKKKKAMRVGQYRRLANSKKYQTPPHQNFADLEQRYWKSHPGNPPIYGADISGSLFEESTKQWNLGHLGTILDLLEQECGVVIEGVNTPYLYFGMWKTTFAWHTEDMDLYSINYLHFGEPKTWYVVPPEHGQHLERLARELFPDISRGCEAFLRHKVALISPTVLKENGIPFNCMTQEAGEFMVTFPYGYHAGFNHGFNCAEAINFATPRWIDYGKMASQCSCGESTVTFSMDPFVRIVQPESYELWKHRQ
Luc counter: Counterscreen for Luciferase (Kinase-Glo TM) Inhibition | Luciferin 4-monooxygenase (Photuris pensylvanica), Q27757 | Potency, µM (highest dose often 38.3 µM), for the others: at the top dose activity change, negative = inhibition, hits mostly inhibitors | hit rate 0.28% among 200,000 | Kinase-Glo luciferase, ATP luminescence, 8 min; also: % is scaled to controls: 0 for no effect and ±100 for the full control effect; nearly all actives have a fitted effect of over 60% in size
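Light output from Kinase-Glo luciferase with luciferin and 10 uM ATP in 50 mM imidazole pH 7.2, KCl, MgCl2, Tween 20, BSA; compound pin-delivered, 8-min ambient incubation, then luminescence read.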
L3MBTL1 block: qHTS Assay for the Inhibitors of L3MBTL1 | Lethal(3)malignant brain tumor-like protein 1 (Homo sapiens), Q9Y468 | hit rate 0.66% among 230,000 | Potency, µM (series often up to 57.1 µM), for inactives: top-dose activity, negative = inhibition, most hits filed as inhibitors | AlphaScreen L3MBTL1–H3K9me1 peptide binding; also: % is scaled to controls: 0 for no effect and ±100 for the full control effect; nearly all actives have a fitted effect of over 60% in size
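L3MBTL1 50 nM + b-AHA-H3(1-15)K9me1 75 nM, 30 min RT; compound added, 30 min RT; streptavidin donor/Ni-chelate acceptor beads 10 ug/mL each final, 30 min RT dark; AlphaScreen read.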
ALDH1A1 block: qHTS Assay for Inhibitors of Aldehyde Dehydrogenase 1 (ALDH1A1). Aldehyde dehydrogenase 1A1 (Homo sapiens), P00352. Purified ALDH1A1, NADH fluorescence, propionaldehyde substrate. Potency, µM (highest dose often 75.3 µM), without a hit: top-dose activity, negative = inhibition, most hits filed as inhibitors. hit rate 7.3% among 220,000. AID 1030, 2008; active = well fitted inhibition curve with a large enough effect, not every such curve was filed as active; inconclusive = small, poorly fitted or top-dose-only effect, or another doubt; inactive = no such curve, though single readings can be large or run the other way;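 also: plate controls were no enzyme wells and a reference inhibitor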
Target sequence (P00352 whole entry, looked up): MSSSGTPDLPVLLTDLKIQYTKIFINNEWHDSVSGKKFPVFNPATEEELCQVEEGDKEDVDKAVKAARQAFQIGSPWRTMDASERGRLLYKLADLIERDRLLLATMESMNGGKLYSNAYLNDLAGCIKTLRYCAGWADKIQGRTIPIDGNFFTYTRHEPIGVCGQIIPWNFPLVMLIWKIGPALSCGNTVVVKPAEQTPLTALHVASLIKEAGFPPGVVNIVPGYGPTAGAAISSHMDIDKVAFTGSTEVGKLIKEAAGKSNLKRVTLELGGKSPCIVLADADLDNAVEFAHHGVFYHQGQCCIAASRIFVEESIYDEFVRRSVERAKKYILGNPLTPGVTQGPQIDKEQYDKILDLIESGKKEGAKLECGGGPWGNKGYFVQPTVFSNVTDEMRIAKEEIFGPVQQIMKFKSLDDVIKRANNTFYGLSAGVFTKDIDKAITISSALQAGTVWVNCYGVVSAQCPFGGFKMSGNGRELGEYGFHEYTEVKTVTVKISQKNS
Lamin A splicing: qHTS Assay for Modulators of Lamin A Splicing; hit rate 0.01% among 200,000; HeLa LMNA splicing GFP/RFP minigene ratio, 48 h; Potency, µM (doses to about 46.1 µM), inactives show at the top dose ratio change, negative = inhibition, hits mostly inhibitors; active = well fitted inhibition curve with a large enough effect in the signal ratio, with a control signal flat, not every such curve was filed as active; inconclusive = small, poorly fitted or top-dose-only effect, or effect the other way, or a change in a side signal; the % refers to the signal ratio; also: % is scaled to controls: 0 for no effect and ±100 for the full control effect
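S3 HeLa stable clones carrying a lamin A-EGFP splicing minigene plus DsRed2 were seeded at 600 cells/well in Opti-MEM with 2% FBS, pin-dosed and incubated 48 h at 37°C. Acumen cytometry (488 nm) gave the GFP/RFP total-intensity ratio.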
SMN2 splice up: qHTS Assay for Enhancers of SMN2 Splice Variant Expression; AID 1458, 2008; Potency, µM (titrated, usually from 46.1 µM), for the others: at the top dose activity change, positive = activation, usual class: activators; hit rate 2.8% among 210,000; HEK293 SMN2-luciferase splicing reporter, luminescence, 30-36 h; also: % of control where 0% means no effect; nearly all actives have a fitted effect of over 55% in size
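HEK293 cells carry an SMN2 […]–luciferase reporter in which exon 7 inclusion puts luciferase in frame. Cells were plated 10-12 h before compound addition, then incubated 30-36 h at 37C. ONE-Glo luminescence was read; sodium butyrate at 4.5 mM final served as control.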
Tau ThT inhib: qHTS for Inhibitors of Tau Fibril Formation, Thioflavin T Binding; Potency, µM (highest dose often 57.4 µM), inactives show at the top dose activity, negative = inhibition, actives largely listed as inhibitors; Microtubule-associated protein tau (Homo sapiens), P10636; hit rate 2.1% among 270,000; recombinant tau K18 P301L (four-repeat tau fragment), heparin-induced fibrillization, ThT fluorescence; AID 1460, 2008; also: % is scaled to controls: 0 for no effect and ±100 for the full control effect; nearly all actives have a fitted effect of over 55% in size
Target sequence (P10636 561-689 P618L limits assumed): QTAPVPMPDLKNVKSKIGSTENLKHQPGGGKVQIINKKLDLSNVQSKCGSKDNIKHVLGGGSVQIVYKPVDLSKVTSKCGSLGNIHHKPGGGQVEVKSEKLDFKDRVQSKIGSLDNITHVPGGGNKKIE
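Heparin-induced fibrillization of the P301L-mutant K18 repeat-domain fragment of human tau was followed by ThT binding in quantitative high-throughput format.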
RECQ1 helicase: qHTS Assay for Inhibitors of RecQ-Like Dna Helicase 1 (RECQ1); Potency, µM (top dose mostly 57.3 µM), inactives show top-dose activity, negative = inhibition, most hits filed as inhibitors; AID 2549, 2010; hit rate 0.54% among 240,000; ATP-dependent DNA helicase Q1 (Homo sapiens), P46063; RECQ1 DNA unwinding, red fluorescence kinetic read;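 also: plate controls were vehicle for no effect and no enzyme for full effect; nearly all actives have a fitted effect of over 30% in size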
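50 nM RECQ1T1 preincubated 15 min with compound in Tris pH 8.0 buffer with MgCl2, DTT, Tween-20 and 2.5 ug/ml poly(dI-dC); started with 200 nM TAMRA/BHQ-2 forked duplex and 2 mM ATP. Unwinding read as fluorescence (525/598 nm), two reads 2 h apart.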
The depositor's hits bear a star; & = joins results of further samples; [ ] = dose if it differs, or a comment. Unless noted, calls follow the shape of the dose curve; as a rule, active = well fitted curve in the direction sought with a large enough effect; inconclusive = small, poorly fitted or top-dose-only effect, or another doubt; inactive = no such curve, though single readings can be large; an effect the other way counts as inactive or inconclusive. Potency is read from the fitted curve at half-maximal effect. This is a subset, so the mix of outcomes need not match the whole.

What do the screens show for `O=C(c1cc2ccccc2c(=O)o1)N1CCCC1`?
JMJD2E inh: -16.6%; Luc counter: 9.1%; L3MBTL1 block: -0.6%; ALDH1A1 block: -6.6%; Lamin A splicing: -0.7%; SMN2 splice up: -1.7%; Tau ThT inhib: 2.6%; RECQ1 helicase: -1.2%

How did O=C(Cc1c[nH]c2ccccc12)NCc1ccc2c(c1)OCO2 do in these assays?
JMJD2E inh: 0.9%; Luc counter: -3.1%; L3MBTL1 block: -7.7%; ALDH1A1 block: -9.5%; Lamin A splicing: 3.6%; SMN2 splice up: -0.5%; Tau ThT inhib: 0.8%; RECQ1 helicase: -10.2%

What do the screens show for `Cc1cc(C)nc(-n2nc(C)c3c(C(F)F)cc(C)nc32)n1`?
JMJD2E inh: inconclusive; Luc counter: -2.6%; L3MBTL1 block: 8.1%; ALDH1A1 block: 8.8%; Lamin A splicing: -0.2%; SMN2 splice up: 1.6%; Tau ThT inhib: -6.5%; RECQ1 helicase: -3.7%

How did CCOC(=O)Cc1csc(NC(=O)C2CCCN(S(=O)(=O)c3cnc[nH]3)C2)n1 (stereo unspecified) do in these assays?
JMJD2E inh: 4.0%; Luc counter: 2.4%; ALDH1A1 block: 2.7%; Lamin A splicing: 5.5%; SMN2 splice up: -7.8%; Tau ThT inhib: -12.1%; RECQ1 helicase: -2.9%

Results for CCCCC(=O)N/C(N)=N/c1nc2ccccc2o1 ?
JMJD2E inh: 8.5%; L3MBTL1 block: 8.7%; ALDH1A1 block: -3.4%; Tau ThT inhib: -13.4%; RECQ1 helicase: -3.8%

Results for CCOc1ccc(NC(=O)CN2CCC(n3cnc4cc(F)ccc43)CC2)cc1 ?
JMJD2E inh: 4.1%; Luc counter: 3.2%; ALDH1A1 block: inconclusive; Lamin A splicing: inconclusive; SMN2 splice up: -23.1%; Tau ThT inhib: -12.0%; RECQ1 helicase: -0.8%

How did Cc1cc(N2CCN(C)CC2)nc2ccc(NC(=O)c3ccccc3F)cc12 do in these assays?
JMJD2E inh: 3.4%; Luc counter: 2.1%; ALDH1A1 block: 0.7%; SMN2 splice up: -6.4%&20.4%; Tau ThT inhib: inconclusive; RECQ1 helicase: -2.9%

Results for Cc1ccc(S(=O)(=O)N2CCN=C2SCc2ccc(Cl)c(Cl)c2)cc1 ?
JMJD2E inh: -4.9%; Luc counter: -1.7%; L3MBTL1 block: 11.7%; ALDH1A1 block: inconclusive; Lamin A splicing: -12.9%; SMN2 splice up: -13.5%; Tau ThT inhib: -6.5%; RECQ1 helicase: -7.2%

How did COc1ccccc1CC(=O)NCC1CCCO1 (stereo unspecified) do in these assays?
JMJD2E inh: -6.8%; Luc counter: 2.6%; ALDH1A1 block: -6.6%; Lamin A splicing: 9.4%; SMN2 splice up: 19.1%; Tau ThT inhib: -5.3%; RECQ1 helicase: 16.4%

Results for CCOC(=O)CSc1nc(-c2ccc3c(c2)OCO3)ccc1C#N ?
JMJD2E inh: inconclusive; Luc counter: 5.1%; L3MBTL1 block: 20.1%; ALDH1A1 block: inconclusive; Lamin A splicing: 0.9%; SMN2 splice up: 11.2%; Tau ThT inhib: inconclusive; RECQ1 helicase: inactive

How did COc1ccc(CNCCSc2nnnn2C)cc1OC do in these assays?
JMJD2E inh: 3.0%; Luc counter: -4.1%; ALDH1A1 block: 0.3%; Lamin A splicing: 6.1%; SMN2 splice up: 11.7%; Tau ThT inhib: -14.6%; RECQ1 helicase: 14.5%

How did CC(=O)Nc1ccc(S(=O)(=O)N2CCCCC2C(=O)O)cc1 (stereo unspecified) do in these assays?
JMJD2E inh: -5.0%; Luc counter: 0.5%; L3MBTL1 block: 11.1%; ALDH1A1 block: -10.4%; Lamin A splicing: 12.7%[46 µM]; SMN2 splice up: -5.2%; Tau ThT inhib: -5.8%; RECQ1 helicase: inactive

Results for Cc1nn(-c2ccccn2)c2c1C(=O)C(Br)CC2 (stereo unspecified) ?
JMJD2E inh: -25.4%; Luc counter: 0.0%; ALDH1A1 block: 11.2µM*; Lamin A splicing: inconclusive; SMN2 splice up: -34.1%[inhibitor]; Tau ThT inhib: 2.82µM*; RECQ1 helicase: inactive

What do the screens show for `Nn1c(SCC(=O)N2CCc3ccccc3C2)nnc1-c1cccs1`?
JMJD2E inh: -1.9%; L3MBTL1 block: -0.4%; ALDH1A1 block: inconclusive; Lamin A splicing: 3.1%; Tau ThT inhib: inconclusive; RECQ1 helicase: -1.2%

What do the screens show for `N[C@@H](Cc1ccccc1)c1nnc(SCc2ccccc2F)o1`?
JMJD2E inh: -8.9%; Luc counter: -2.3%; L3MBTL1 block: 0.6%; ALDH1A1 block: inconclusive; Lamin A splicing: 8.9%; SMN2 splice up: -5.7%; Tau ThT inhib: -14.0%; RECQ1 helicase: -10.3%

How did FCCCOc1ccc(/C=N/OCc2ccc(Cl)cc2Cl)cc1 do in these assays?
JMJD2E inh: -9.4%; Luc counter: -2.1%; L3MBTL1 block: 57.5%[activator]; ALDH1A1 block: 15.0%; Lamin A splicing: 1.6%[0.0737 µM]; SMN2 splice up: -16.5%; Tau ThT inhib: -17.0%; RECQ1 helicase: -5.1%

Results for CCOC(=O)c1c(NC(=O)CC2Sc3ccc(C(F)(F)F)cc3NC2=O)sc(C)c1C (stereo unspecified) ?
JMJD2E inh: 2.5%; Luc counter: 3.7%; L3MBTL1 block: 19.6%; ALDH1A1 block: 10.4%; Lamin A splicing: -8.8%; SMN2 splice up: 9.5%; Tau ThT inhib: -8.1%; RECQ1 helicase: 2.1%

How did O=c1[nH]cn[nH]1 do in these assays?
JMJD2E inh: -1.2%; L3MBTL1 block: 7.9%; ALDH1A1 block: -5.8%; Tau ThT inhib: 1.0%; RECQ1 helicase: -7.2%

What do the screens show for `CCOC(=O)C1CCCN(c2c(Nc3ccc(C)c(C)c3)c(=O)c2=O)C1` (stereo unspecified)?
JMJD2E inh: -8.2%; Luc counter: 5.0%; L3MBTL1 block: 6.7%; ALDH1A1 block: -11.7%; Lamin A splicing: -14.4%; SMN2 splice up: 7.1%; Tau ThT inhib: -0.8%; RECQ1 helicase: -11.7%

What do the screens show for `CC(=O)N1CCN(Cc2nc3cc(NC(=O)c4ccccc4C)ccc3n2C)CC1`?
JMJD2E inh: inconclusive; Luc counter: -1.8%; L3MBTL1 block: 3.8%; ALDH1A1 block: -4.7%; Lamin A splicing: 0.8%; SMN2 splice up: 0.3%; Tau ThT inhib: -7.5%; RECQ1 helicase: -8.2%

Results for Cc1cccc(C(=O)Nc2ccccc2C(=O)OCc2c(C)noc2C)c1 ?
JMJD2E inh: inconclusive; Luc counter: 2.1%; L3MBTL1 block: 15.0%; ALDH1A1 block: inconclusive; Lamin A splicing: 11.3%; SMN2 splice up: 1.9%; Tau ThT inhib: -13.4%; RECQ1 helicase: -14.6%

Results for Cc1nnsc1-c1c(C(=O)O)c(C)nn1-c1ccc(OC(F)(F)F)cc1 ?
JMJD2E inh: 0.3%; L3MBTL1 block: 10.6%; ALDH1A1 block: 7.4%; Tau ThT inhib: -3.3%; RECQ1 helicase: inactive

Results for COc1cc(S(=O)(=O)Nc2ccc(C)cc2)ccc1N=Cc1c(C)[nH]n(-c2ccc(C)cc2)c1=O ?
JMJD2E inh: 2.5%; Luc counter: -18.2%; L3MBTL1 block: -6.5%; ALDH1A1 block: 1.0%; Lamin A splicing: -14.4%; SMN2 splice up: 7.0%; Tau ThT inhib: -9.1%; RECQ1 helicase: 1.6%

How did Cc1cc(C)c(NC(=O)c2ccccc2N(C)S(C)(=O)=O)c(C)c1 do in these assays?
JMJD2E inh: 1.8%; Luc counter: -2.1%; ALDH1A1 block: 4.0%; Lamin A splicing: -7.6%; SMN2 splice up: 21.6%; Tau ThT inhib: -6.3%; RECQ1 helicase: -1.0%

How did CCN1C(=O)c2cccc3c(S(=O)(=O)NCCc4c[nH]c5ccccc45)ccc1c23 do in these assays?
JMJD2E inh: 4.1%; Luc counter: 0.6%; ALDH1A1 block: 14.1µM*; Lamin A splicing: -3.7%; SMN2 splice up: -3.6%; Tau ThT inhib: inconclusive; RECQ1 helicase: -0.1%

Results for CCc1cc2c(CN3CCN(C)CC3)cc(=O)oc2cc1O ?
JMJD2E inh: inconclusive; Luc counter: 2.2%; ALDH1A1 block: inconclusive; Lamin A splicing: -17.6%; SMN2 splice up: inconclusive; Tau ThT inhib: -9.0%; RECQ1 helicase: -0.4%

Results for C#CCSc1nc(Cc2ccc(Cl)cc2)nc2ccccc12 ?
JMJD2E inh: -2.0%; Luc counter: -1.7%; L3MBTL1 block: 10.4%; ALDH1A1 block: 0.1%; Lamin A splicing: inconclusive; SMN2 splice up: -23.6%; Tau ThT inhib: -5.0%; RECQ1 helicase: -9.7%

Results for COc1cc(OC)cc(C(=O)Nc2ncc3c(n2)CC(C)(C)CC3=O)c1 ?
JMJD2E inh: 8.2%; Luc counter: 2.1%; L3MBTL1 block: 3.2%; ALDH1A1 block: -8.2%; Lamin A splicing: -5.2%; SMN2 splice up: -7.5%; Tau ThT inhib: -2.1%; RECQ1 helicase: inactive

Screening results deposited in PubChem BioAssay by National Center for Advancing Translational Sciences (NCATS).
